Screening results deposited in PubChem BioAssay by NCI.
All columns: NCI-60 one-dose screen, growth in % after 48 h at 10 µM unless noted; 100 = growth as untreated, 0 = no growth, -100 = all killed.
HL-60(TB): HL-60(TB) leukemia cells | actives 9% (n = 78,000) | AID 1794776; active means growth percent below 10
An asterisk follows results filed as active; & = joins results of further samples. The list is partial; rates above refer to the full screens.

SMILES | HL-60(TB)
CC(=O)Nc1nonc1-c1nc2ccccc2n1Cc1ccc(C#N)cc1 | 108
CCn1c(Sc2nnc(NC(=O)CCN3CCCC3)s2)nc2c1c(=O)n(C)c(=O)n2C | 104
CC12c3[nH]c4ccccc4c3CCN1C(c1ccccc1)=NN2c1ccccc1 (configuration not stated) | 109
O=C(O)c1ccc(-n2cc(/C=N/Nc3ccc([N+](=O)[O-])cc3)c(-c3ccccc3)n2)cc1 | 86
Cc1ccc(/C=C(/NC(=O)c2ccccc2)C(=O)Nc2ccc(S(N)(=O)=O)cc2)o1 | 103
Nc1cc(Cl)c2[nH]cnc2n1 | 31
O=C1NCC(=O)N(Cc2ccco2)[C@H]1Cc1ccccc1 | 102
Cc1ccc(-c2csc(/N=C3\C(=O)Nc4ccccc43)n2)cc1 | -48*
CC1(C)OCC2OC=CC(=O)C2O1 (configuration not stated) | 120
O=C(Nc1ccc(Cl)cc1C(=O)Nc1ccncc1)c1ccc(Cl)cc1Cl | 85
CCN1CCN(c2cc(C(F)(F)F)nc(NCCCNc3ccnc4cc(Cl)ccc34)n2)CC1 | 92
CC(NC(=O)C(Cl)Cl)C(=O)O (configuration not stated) | 93
O=C(c1ccc(-c2nc(CSc3nc4ccccc4s3)no2)cc1)N1CCOCC1 | 109
O=c1[nH]n(C(=S)N/N=C/c2ccccc2Br)c(=O)c2ccccc12 | 99
CNC(=O)c1cc(Oc2ccc3nc(NC(=O)NCCCN4CCN(C)CC4)sc3c2)ccn1 | 100
CC/C(Cc1ccccc1)=C(\c1ccc(OCCCN(C)C)cc1)c1ccc(OC(=O)NCc2ccccc2)cc1 | 57
NC(N)=N/N=C(/c1ccccc1)c1ccc2ccccc2c1 | 116
COc1ccccc1NC(=O)c1sc2nc3c(cc2c1N)C(=O)CCC3 | 99
CC(=O)O[C@H]1C[C@@]2(C)[C@@H](C/C(=N/O)[C@H]3[C@@]4(C)CCNC(=O)[C@@H](C)[C@@H]4CC[C@@]32C)/C1=C(\CCC=C(C)C)C(=O)O | 104
CCO/C=N/C1=C(C#N)C(c2ccc([N+](=O)[O-])cc2)c2sc3c(F)cccc3c2O1 (configuration not stated) | 102
CC1=C(/C=C/C(C)=C/C=C/C(C)=C/C(=O)Nc2ccc(O)cc2)C(C)(C)CCC1 | -32*
CCOC(=O)N(C)N=O | 107
CCOc1ccc(-n2cc(CSc3nnc(Cn4c(C(F)(F)F)nc5ccccc54)o3)nn2)cc1 | 63
CCN(CC)CC#CCOC(=O)C(O)(c1ccccc1)C1CCCCC1 (configuration not stated) | 100
Cc1ccc(-c2nnc(SCc3cc(=O)oc4c3ccc3ccccc34)n2-c2ccccc2)cc1 | 97
O=C(N/N=C/c1ccccc1)C(O)(c1ccccc1)c1ccccc1 | 102
O=c1c(N=Nc2nccs2)c(-c2ccccc2)[nH]n1-c1nc(-c2ccccc2)cs1 | 16
N#C/C(=C\NC(=S)C(N)=S)c1nc2ccccc2s1 | 92
CC(=O)c1nn(-c2ccc([N+](=O)[O-])cc2)/c(=N\N=C\c2coc3ccc(F)cc3c2=O)s1 | 100
N/C(=N\c1nc2ccccc2s1)NC(=O)N1CCN(CCO)CC1 | 72
CC(=O)OCC1OC(Oc2ccc(C(=O)C(=O)N3CCCC3)cc2)C(OC(C)=O)C(OC(C)=O)C1OC(C)=O (configuration not stated) | 82&78
NCCOCCO | 82
COc1ccc(C(=O)NNc2ccc(-c3ccc(OC)c(OC)c3)nn2)cc1 | 95
Cc1c(C)c(O)c2c(c1O)C(=O)c1ccccc1C2=O | 83
COc1ccc(S(=O)(=O)n2cc(C=O)c3ccccc32)cc1 | 82
CC(=C/c1ccccc1)/C=N/Nc1ccc(S(=O)(=O)c2ccc(N/N=C/C(C)=C\c3ccccc3)cc2)cc1 | 75
COc1cc(-c2cc(-c3nc4ccc(Cl)cc4[nH]3)[nH]n2)cc(OC)c1OC | 38
Nc1c(N2CC[N+]3(CCC[N+]4(CCNCC4)CC3)CC2)ncnc1N1CC[N+]2(CCC[N+]3(CCNCC3)CC2)CC1 | 101
COC(=O)[C@]1(C)CCC[C@]2(C)[C@H]3C[C@H]4C(C(C)C)=C[C@]3(CC[C@H]21)[C@@H]1C(=O)N(CCC#N)C(=O)[C@@H]14 | 44
Cc1cccc(NC(=O)c2ccccc2)c1 | 70

Arranged by count of non-hydrogen atoms (rising): 17 of the compounds above.
SMILES | HL-60(TB)
NCCOCCO | 82
CCOC(=O)N(C)N=O | 107
N#C/C(=C\NC(=S)C(N)=S)c1nc2ccccc2s1 | 92
Cc1c(C)c(O)c2c(c1O)C(=O)c1ccccc1C2=O | 83
COc1ccc(S(=O)(=O)n2cc(C=O)c3ccccc32)cc1 | 82
N/C(=N\c1nc2ccccc2s1)NC(=O)N1CCN(CCO)CC1 | 72
O=C(N/N=C/c1ccccc1)C(O)(c1ccccc1)c1ccccc1 | 102
CCN(CC)CC#CCOC(=O)C(O)(c1ccccc1)C1CCCCC1 (configuration not stated) | 100
COc1cc(-c2cc(-c3nc4ccc(Cl)cc4[nH]3)[nH]n2)cc(OC)c1OC | 38
COc1ccc(C(=O)NNc2ccc(-c3ccc(OC)c(OC)c3)nn2)cc1 | 95
CC1=C(/C=C/C(C)=C/C=C/C(C)=C/C(=O)Nc2ccc(O)cc2)C(C)(C)CCC1 | -32*
O=c1c(N=Nc2nccs2)c(-c2ccccc2)[nH]n1-c1nc(-c2ccccc2)cs1 | 16
CC(=O)c1nn(-c2ccc([N+](=O)[O-])cc2)/c(=N\N=C\c2coc3ccc(F)cc3c2=O)s1 | 100
COC(=O)[C@]1(C)CCC[C@]2(C)[C@H]3C[C@H]4C(C(C)C)=C[C@]3(CC[C@H]21)[C@@H]1C(=O)N(CCC#N)C(=O)[C@@H]14 | 44
Cc1ccc(-c2nnc(SCc3cc(=O)oc4c3ccc3ccccc34)n2-c2ccccc2)cc1 | 97
CC(=O)OCC1OC(Oc2ccc(C(=O)C(=O)N3CCCC3)cc2)C(OC(C)=O)C(OC(C)=O)C1OC(C)=O (configuration not stated) | 82&78
Nc1c(N2CC[N+]3(CCC[N+]4(CCNCC4)CC3)CC2)ncnc1N1CC[N+]2(CCC[N+]3(CCNCC3)CC2)CC1 | 101

Carrying on:
SMILES | HL-60(TB)
CC(=O)N1N=C(c2ccc(C)cc2)CC1c1ccc(C)s1 (configuration not stated) | 95
Cc1cn(-c2cc(NC(=O)c3ccc(C)c(Nc4nccc(-c5cnccn5)n4)c3)cc(C(F)(F)F)c2)cn1 | 33
CCc1ccc(-c2cc(/C=N\O)no2)cc1 | 114
C=C(C)C(OC(C)=O)OC(C)=O | 88
CCC(C)c1ccc(O)c(C(C)CC)c1 (configuration not stated) | 99
N#C/C(=C\c1ccc(-c2ccc(Cl)cc2Cl)o1)c1ccc(Cl)cc1 | 102
CCCCC(CC)CNC(=O)/C=C\C(=O)O (configuration not stated) | 84
COc1ccc(C(C(N)=O)N2CCCCC2)cc1 (configuration not stated) | 95
C[C@]12CCc3nc(Nc4ccc(O)cc4)sc3C1=CC[C@@H]1[C@@H]2CC[C@]2(C)/C(=N/NC(N)=S)CC[C@@H]12 | -4.6*
CNC(=O)c1cn(C2CC2)c2cc(N3CCN(C(=O)c4ccccc4)CC3)c(F)cc2c1=O | 100
c1cncc(-c2nnc3sc(-c4ccc5c(c4)OCCO5)nn23)c1 | 89
CCN(CCCNC(=O)Cc1cc(=O)oc2cc(N(C)C)ccc12)CCNc1ccnc2cc(Cl)ccc12 | 77
C=C(C)[C@@H]1CC[C@]2(C(=O)O)CC[C@]3(C)[C@H](CC[C@@H]4[C@@]5(C)Cc6cc(C)oc6C(C)(C)[C@@H]5CC[C@]43C)[C@@H]12 | 16
COc1ccc(C2C3=C(COC3=O)N(CCO)c3cc4c(cc32)OCO4)cc1 (configuration not stated) | 147
CC(=O)OCC(=O)[C@@]1(O)[C@H](OC(C)=O)CC2C3CCC4=CC(=O)C=C[C@]4(C)[C@@]3(F)[C@@H](O)C[C@@]21C (some centres not stated) | 102
O=C(Nc1nc(-c2ccc(Cl)cc2)cc(-c2ccccc2Cl)n1)c1cccnc1 | 126
CC(C)(C)c1ccc(C(=O)Nc2sc3cc(O)ccc3c2C(N)=O)cc1 | 43
COc1ccccc1-n1c(-c2ccccc2C)cn2c3c(=O)[nH]c(=O)n(C)c3nc12 | 82
O=C1/C=C/[C@@H](O)[C@@H]2C[C@@H](O)C[C@H]2/C=C/CCC[C@H](C(F)(F)F)O1 | -33*
Cc1cccc2c1O/C(=C\c1ncc([N+](=O)[O-])n1C)C2=O | -9.9*
CCCCCC/C=C\CCCCCCCCOc1ccccc1CCOP(=O)(O)OCC[N+](C)(C)C | 77
CC(C)[C@H]1NC(=O)[C@@H](CCCCn2cnnn2)NC(=O)[C@H](Cc2c[nH]c3ccccc23)NC(=O)[C@@H](Cc2ccc(O)cc2)NC(=O)[C@H](NC(=O)[C@@H](N)Cc2ccccc2)CSSC[C@H](C(=O)N[C@@H](Cc2c[nH]c3ccccc23)C(N)=O)NC1=O | 84
COc1ncc(-c2ccc3ncnc(Nc4cccc(Cl)c4)c3c2)cc1NS(C)(=O)=O | 19
O=c1c2ccccc2nc2ccc(Cl)nn12 | 105
COc1ccc(/C=c2\sc(=C(C#N)C#N)[nH]c2=O)cc1 | 95
COc1ccc(C(=O)NCCNc2nccc(-c3c(-c4ccc(F)cc4)nc4sccn34)n2)cc1 | 89
CC(C)CCN1C(=O)CC(NNC(=O)c2cc3ccccc3cc2O)C1=O (configuration not stated) | 67
CC(=O)OCCN1CCN(C(C)=O)CC1 | 102
O=C(O)CCCn1c(-c2ccc(Cl)cc2)nc(-c2ccccc2)c1-c1ccccc1 | 98
COc1cc(C=C2C(=O)NC(=S)NC2=O)ccc1O | 101
O=c1c2ccccc2[nH]c2ccc(Cl)cc12 | 120
O=C1Nc2ccccc2C1=Nc1ccc2[nH]c3ccccc3c2c1 | 61
COC(CCNS(=O)(=O)c1ccc(C)cc1)CC(C)c1ccc2ccccc2c1 (configuration not stated) | 102
COC(=O)c1cc(C(=O)OC)c(C(=O)OC)cc1C(=O)OC | 108
NC(=S)N/N=C(/c1ccccc1)c1ccc2nc(-c3ccc(O)cc3)[nH]c2c1 | 75
C[C@@H]1C(=O)N(C[C@H](Cc2ccccc2)NC(=O)OCc2ccccc2)[C@]1(Cc1ccccc1)C(=O)OC(C)(C)C | 81
CCCCNC(=O)Oc1ccc(/C(=C(\C)c2ccc(Cl)cc2)c2ccc(OCCN3CCCCC3)cc2)cc1 | 65
O=C(Cn1ccnc1)Nc1cccc2cccnc12 | 114
C=C(C)[C@@H]1CC[C@]2(CO)CC[C@]3(C)[C@H](CC[C@@H]4[C@@]5(C)CCCN(C(=O)OC(C)(C)C)C(C)(C)[C@@H]5CC[C@]43C)[C@@H]12 | 96
COc1ccc(-n2cc(-c3cc(OC)c(OC)c(OC)c3)n(C(C)=O)c2=O)cc1OC | 91
Nc1c(C(=O)Nc2cccc([N+](=O)[O-])c2)sc2nc3c(cc12)C(=O)CCC3 | 96
CCCCCN1CCN(Cc2ccc(Br)cc2)CC1 | 84
COc1ccc(Cn2c(Br)c3c(c2Br)-c2nc(NC(=O)c4ccc(OC)cc4)sc2CC3)cc1 | 76
CCC(=O)O[C@@H]1C[C@H](C)CC[C@H]1C(C)C | 104
NC(=O)c1cc(Cl)ccc1NC(=O)/C=C/c1ccccc1 | -31*
N#CC1(C#N)C2=C(CCCC2)NC(c2c(F)cccc2Cl)C1(C#N)C#N (configuration not stated) | 6.9*
C#CCn1c(-c2nonc2N)nc2ccccc21 | 105
CCCCNC(=O)NS(=O)(=O)c1ccc(N2N=C(c3cc(C)ccc3C)CC2c2cc(OC)c(OC)c(OC)c2)cc1 (configuration not stated) | -16*
O=C(O)c1ccc(I)cc1C(=O)O | 91
O=C(c1ccccc1)C(C(C(=O)c1ccccc1)N1CCOCC1)N1CCOCC1 (configuration not stated) | 96

The listing continues.
SMILES | HL-60(TB)
C[C@H]1CN[C@@H](C)CN1 | 92
CCOC(=O)c1c(NC(=O)CSc2nnc(Cc3ccccc3Nc3c(Cl)cccc3Cl)n2-c2ccccc2)sc(C)c1C | 78
CN(C)c1ccc(S(=O)Nc2ccccc2)cc1 (configuration not stated) | 104
COc1ccc2[nH]c(=O)cc(-n3ncc(/C(C)=N/Nc4ccc(C(=O)O)cc4)c3C)c2c1 | 99
CC(=O)OCCCCCCN1C=C/C(=C\C(=O)n2ccc3ccccc32)c2ccccc21 | 116
CS(=O)(=O)c1ccc(-c2nc3ccccn3c2/C=N/Nc2ccc(Cl)cc2)cc1 | 91
NC(N)=N/N=C/C/C=N/N=C(N)N | 94
CN(C)c1ccc(/C=C/c2nc3ccccc3c(=O)n2CC(=O)Nc2ccccc2)cc1 | 92
CCOC(=O)n1cc(-c2nonc2-c2c[nH]c3ccccc23)c2ccccc21 | 86
C=CC[Si](c1ccccc1)(c1ccccc1)c1ccccc1 | 104
CCCCOCCOC(=O)c1ccccc1C | 101
Cc1ccc2oc(=O)cc(Cn3cc(Cn4cnc5c4c(=O)n(C)c(=O)n5C)nn3)c2c1 | 98
N#CCC(N)=C(C#N)C#N | 101
CCN(CC)CCCCCCNc1cc(OC)c(F)c2c(C)ccnc12 | 107
Cc1ccc(C2=N[C@H]3CCC[C@@H]3N(c3ccccc3)C(C(Cl)Cl)=N2)cc1 | 93
C=C(C)CN=Cc1ccc(OC)c(OC)c1 | 83
CN(C)C1CCc2ccccc2C1OC(=O)/C=C/c1ccccc1 (configuration not stated) | 103
COC(=O)C1C2CC(=O)C(C2)C1C(=O)OC (configuration not stated) | 95&87
Oc1nc(NCCc2ccccc2)sc1/C=C1\C=Nc2ncccc21 | 6.8*
Cc1ccc(C)c(Oc2c(-c3nc4ccccc4[nH]3)c(C)nn2-c2ccccc2)c1 | 90
Oc1ccc(-c2nn(-c3ccccc3)cc2-c2nc3ccccc3s2)cc1 | 104
Cc1cccc(C)c1NC(=O)n1c(=O)cc(C)c2ccc(O)cc21 | 111
CNc1nc(NC)nc(NC)n1 | 80
N#CCC(=O)Nc1ncc(Cc2ccc(Cl)cc2)s1 | 95
COC(=O)c1ccc(N)cc1C(=O)OC | 88
CCOc1ccc2nc(C)cc(Nc3ccc(Br)cc3)c2c1 | 107
O=c1[nH]c(=O)n(C2OC(CF)C(O)C2O)cc1Br (configuration not stated) | 94
Cc1cccc(C)c1NCc1nnc(-c2ccco2)o1 | 98
COc1ccc2c(c1)C(NCCCCCCNc1cc(C)[n+](C)c3ccc(OC)cc13)=CC(C)N2C (configuration not stated) | 46
N[C@@H](Cc1cn(-c2ccccc2O)nn1)C(=O)O | 103
